Screens as filed in PubChem BioAssay.
TDP-43 yeast inh – inhibitors of TDP-43 toxicity in yeast; TDP-43 expressing yeast growth rescue, BacTiter-Glo, 24 h; Potency, µM (highest dose often 46.1 µM), for inactives: at the top dose growth rescue (activation), most hits filed as activators; 410,000 compounds, 1.8% hits; AID 652104; further: potency means the concentration at half of the fitted maximal effect; % of control where 0% means no effect; nearly all actives have a fitted effect of over 50% in size
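In this qHTS, compounds that restore growth of yeast expressing TDP-43 appear as activators. Cells (OD600=0.02, galactose medium, raffinose-pregrown) are incubated with compound 24 hr at 30 deg C and growth is quantified by BacTiter-Glo.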
PTHR1 agonist – agonists of human PTHR1 parathyroid hormone receptor; HEK293 GP2 PTHR1 cells, GloSensor cAMP luminescence, 1 h; Potency, µM (highest dose often 115 µM), for the others: at the highest dose activation, most hits filed as activators; 410,000 compounds, 0.075% hits; further: potency means the concentration at half of the fitted maximal effect; nearly all actives have a fitted effect of over 55% in size; some results filed as inactive show a strong effect at the top dose; inactives centre near -15; many of its hits are not listed in these tables
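HEK-293-derived GP2 cells expressing PTHR1 and a GloSensor cAMP reporter, 3,000/well, plated overnight, given luciferin plus IBMX (each 0.5 mM as added) for 1 h at 37 °C, then compound for 1 h at 37 °C. Luminescence was read after 15 min at room temperature.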
GLP1R ag – GLP-1 receptor (human) agonism. P43220. HEK293 GLP-1R CRE-luciferase, luminescence, 4-6 h; cells express a hypersensitive GLP-1R form. Potency, µM (series often up to 45.6 µM), for the others: top-dose activation, hits mostly activators. 380,000 compounds, 0.007% hits; further: potency means the concentration at half of the fitted maximal effect; % of control where 0% means no effect
aSyn yeast inh – inhibitors of alpha-synuclein toxicity in yeast; Yeast expressing alpha-synuclein, growth rescue, BacTiter-Glo, 24 h; Potency, µM (highest dose often 46.1 µM), for the others: top-dose growth rescue (activation), hits mostly activators; 370,000 compounds, 0.14% hits; further: potency means the concentration at half of the fitted maximal effect; % of control where 0% means no effect; nearly all actives have a fitted effect of over 65% in size
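Screening used galactose-induced yeast with toxic alpha-synuclein levels, exposed to compound for 24 hr at 30 deg C. Cell growth, read with BacTiter-Glo luminescence, gave the measured signal.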
HEK293 tox – cytotoxicity counter-screen for GLP-1 receptor inverse agonists; HEK293 cAMP-luciferase reporter cells, luminescence, 24 h; Potency, µM (series often up to 38.3 µM), without a hit: at the top dose activity change, negative = inhibition, hits mostly inhibitors; 410,000 compounds, 0.13% hits; AID 624418;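 further: loss of luciferase light is scored as toxicity; potency means the concentration at half of the fitted maximal effect; on the % scale 0 is the no-effect control and ±100 the full control effect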
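Step one: seed cells (200 cells/uL, DMEM with 10% Nu serum, 1% pen-strep). Step two: 12-hour incubation at 37 deg C. Step three: pin 23 nL compound, incubate 24 hr. Step four: add luciferase reagent, read luminescence 12 min later.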
KB-V1 MDR tox – KB-V1 MDR subline cytotoxicity | KB-V1 MDR cells viability, CellTiter-Glo, 72 h | 400,000 compounds, 3.4% hits | Potency, µM (series often up to 46.1 µM), for the others: at the highest dose activity change, negative = cytotoxicity, hits mostly cytotoxic; further: potency means the concentration at half of the fitted maximal effect; on the % scale 0 is the no-effect control and ±100 the full control effect; nearly all actives have a fitted effect of over 60% in size
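Cytotoxicity via CellTiter-Glo luminescence after 72 h compound exposure at 37 degrees C. Cells: drug-selected KB-V1 line, DMEM phenol-red free plus 10% FBS. Compounds tested at multiple concentrations; normalized data fitted to concentration-effect curves.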
GLP1R inv ag – acts as inverse agonist at human GLP-1 receptor. P43220. HEK293 GLP-1R CRE-luciferase, luminescence, 24 h; GLP-1R form is constitutively active. Potency, µM (series often up to 38.3 µM), inactives show at the top dose activity change, negative = inhibition, actives largely listed as inhibitors. 410,000 compounds, 1.6% hits; further: potency means the concentration at half of the fitted maximal effect; on the % scale 0 is the no-effect control and ±100 the full control effect; nearly all actives have a fitted effect of over 55% in size
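GLP-1R inverse agonism mode: basal reporter luminescence in engineered HEK293 cells measured after one day of compound exposure at 37 deg C, with a 12 min room-temperature detection step.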
DRD3 antagonist – D3 dopamine receptor (human) antagonism. max response, negative = inhibition, %. D3R cells, DiscoveRx beta-arrestin luminescence, antagonist mode; hits give low values. 360,000 compounds, 2.5% hits. P35462; in the data active means max response below about -50%; inconclusive means no clear call, values can overlap the other calls; further: on the % scale 0 is the no-effect control and ±100 the full control effect; mostly tested at two doses, the higher about 12 µM
Target sequence (P35462 whole entry, looked up): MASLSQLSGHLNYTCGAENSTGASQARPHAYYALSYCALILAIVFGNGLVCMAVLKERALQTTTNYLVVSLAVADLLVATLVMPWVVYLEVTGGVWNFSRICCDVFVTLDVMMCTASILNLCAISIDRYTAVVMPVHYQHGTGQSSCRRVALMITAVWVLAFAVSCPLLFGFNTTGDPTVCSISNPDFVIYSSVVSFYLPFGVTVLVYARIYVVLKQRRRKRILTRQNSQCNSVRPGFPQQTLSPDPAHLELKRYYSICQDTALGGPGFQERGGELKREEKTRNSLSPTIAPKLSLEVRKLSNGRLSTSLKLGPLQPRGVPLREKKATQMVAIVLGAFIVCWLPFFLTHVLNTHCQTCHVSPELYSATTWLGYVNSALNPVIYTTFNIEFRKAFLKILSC
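Cells expressing the human receptor were seeded at 1500 cells/well, incubated overnight at 37 degrees C in 5% CO2, then exposed to library compounds with dopamine controls for 90 minutes at 37 degrees C before luminescent detection.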
DRD3 agonist – D3 dopamine receptor (human) agonism; P35462; max activation, %; 410,000 compounds, 0.58% hits; D3R DiscoveRx beta-arrestin cells, luminescence, 90 min; in the data active means max activation above about 30%; further: 0% is about no effect; mostly tested at two doses, the higher about 12 µM
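Cells at 1500/well, incubated overnight, then treated with pinned compounds (dopamine as control) for 90 min at 37 degrees C. DiscoveRx reagent added for 30 - 60 minutes at room temperature; luminescence read.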
* marks the source's active call; other numbers are inactive results; i = inactive; ? = inconclusive; · = no result given; & = joins results of further samples; ! = a repeat was not active; [ ] = another dose, or the depositor's remark. Unless noted, the call rests on the fitted dose curve; in most records, active means well fitted curve in the direction sought with a large enough effect; inconclusive means small, poorly fitted or top-dose-only effect, or another doubt; inactive means no such curve, though single readings can be large; an effect the other way counts as inactive or inconclusive. Some of the compounds tested (hit frequency here may not be typical).

Values in the order – aSyn yeast inh | DRD3 agonist | KB-V1 MDR tox | GLP1R ag | PTHR1 agonist | DRD3 antagonist | TDP-43 yeast inh | HEK293 tox | GLP1R inv ag
COCCNc1nc(NCc2ccccc2OC)c2sccc2n1
→ 2% | -9 | ? | 4% | -21% | 0 | 10% | -2% | ?
Cn1nc(C(=O)Nc2cccc(C(F)(F)F)c2)ccc1=O
→ 0% | -10 | 5% | -4% | -12%[57.5 µM] | -4 | 18% | 4% | 14%
COc1ccc(/C=N/NC(=O)c2ccncc2)c(C(=O)O)c1OC
→ 2% | 0&6 | 1% | 0%&-3% | i | 1 | -10% | 9% | 12%
COc1cc2c(cc1OC)C(c1ccc(N(C)C)cc1)NCC2 (stereo not drawn)
→ 2% | 4 | 8% | 0% | i | 22 | 18% | 3% | -15%
CCc1ccc(NC(=O)C(Cc2ccccc2)NS(=O)(=O)c2ccc3c(c2)c(=O)n(C)c(=O)n3C)cc1 (stereo not drawn)
→ · | -8 | 17% | -2% | -12% | · | -3% | 1% | -15%
CCOC(=O)C1CSC2(CCC(c3ccccc3)CC2)N1 (stereo not drawn)
→ -6% | -1 | 0% | 10% | i | -6 | -15% | -6% | -7%
Fc1cc(Br)cc(F)c1NC(=S)N1CCOCC1
→ -2% | -1 | ? | 0% | i | 7 | -10% | 13% | 40%[activator]
Cc1ccccc1OCc1nc2c3c(ncn2n1)-c1ccccc1CC31CCCC1
→ 12% | 4 | ? | -12% | i | 10 | 18% | -5% | 0%
N#Cc1c(-c2ccccc2)nc(-c2ccncc2)[nH]c1=O
→ 2% | 4 | 16% | 4% | -5% | 11 | 9% | 4% | 16%
Cc1ccccc1CC1(CO)CCCN(C(=O)c2ccccc2Cl)C1 (stereo not drawn)
→ 10% | -6 | ? | 11% | -10% | ? | ? | 0% | ?
C=CCn1c(SCCCCCC)nc(O)cc1=O
→ 0% | 7 | 7% | -5% | -14%[57.5 µM] | 3 | 7% | 6% | 3%
O=c1cc(CN2CCCCC2)c2ccccc2o1
→ -10% | -13 | -14% | 9% | -22% | -25 | 14% | 0% | -14%
COCC(C)NC(=O)c1cc(-c2ccccc2OC)on1 (stereo not drawn)
→ 3% | 0 | 8% | 7% | i | -10 | 6% | -4% | 6%
Cc1ccc(C(=O)NCCCN2CCOCC2)c(Cl)c1
→ 7% | 1 | 0% | 10% | -12% | 13 | -2% | -25% | 10%
CCN(CC(=O)NC(C)(C)C)Cc1cc(=O)n2c(-c3ccccc3)csc2n1
→ 0% | -6 | -15% | 16% | -12% | -22 | -11% | 3% | 4%
CCCCCCSc1cc(-c2nc3cc(C)ccn3c2NCCCC)ccc1OC
→ -57%&-56%[inhibitor] | -26&14 | 21µM*! | 2%&1% | -31%&-14%[inhibitor] | 54&34 | -91%&-82%[inhibitor] | -20%&-6% | ?
CC(=O)OCCCN(C)CC/C=C1/c2ccccc2CSc2ccccc21
→ 9% | -31 | 0% | -6% | -31%[inhibitor] | ? | 6% | ? | ?
O=C(C1=C[C@@H](c2csc3ccccc23)C[C@@H](OCc2ccc(CO)cc2)O1)N1CCN(Cc2ccc3c(c2)OCO3)CC1
→ -7% | -18 | ? | 4% | -5% | ? | 1% | -10% | ?
Cn1c(=O)c2c(ncn2CCOc2ccc(F)cc2)n(C)c1=O
→ -12% | 3 | -20% | 6% | -83%[inhibitor] | 4 | 3% | 7% | 13%
Cc1cccc(N2CCN(C(=O)c3cc(S(=O)(=O)N4CCC(C)CC4)cn3C)CC2)c1C
→ · | 3 | · | · | -67%[inhibitor] | · | 7% | -10% | ?
CC(C)n1nccc1N(Cc1ccc(C#N)cc1)S(=O)(=O)c1ccccc1
→ 4% | 6 | ? | 21% | 0% | 13 | -3% | -2% | -11%
Cc1cc(OCC(=O)N(Cc2cccs2)C2CCS(=O)(=O)C2)ccc1Cl (stereo not drawn)
→ 1% | 4 | 4% | -10% | -24% | 5 | 13% | -19% | ?
NC(=O)C1CCN(CCC(=O)Nc2ccc(Br)cc2)CC1
→ · | -2 | 9% | 0% | -62% | ? | 4% | 21% | 9%
Cc1cc(C)c(NC(=O)CNC(=O)c2ccccc2OCc2c(C)noc2C)c(C)c1
→ 0% | -9 | -11% | 11% | -19% | 18 | 9% | 6% | 7%
CSCCC(C(=O)NCc1ccccc1)n1c(-c2ccc3c(c2)CCO3)nc2ccccc21 (stereo not drawn)
→ 0% | -9 | ? | · | i | ? | 16% | 6% | -23%
CCCOc1ccc(-c2cc(C(=O)NCC3CCCO3)c3ccccc3n2)cc1 (stereo not drawn)
→ 0% | 6 | 2% | 25% | -23% | 3 | ? | 2% | ?
Cc1ccc2c(c1)N(C(=O)CCC(=O)N1CCOCC1)CCO2
→ 2% | 6 | 18% | -4% | -24% | 8 | 3% | 5% | 7%
O=C1CC(C(=O)NC2CCCCC2)C(c2ccccc2)O1 (stereo not drawn)
→ -13% | -3 | 11% | -3% | -23%[57.5 µM] | -17 | -11% | -3% | 10%
CC(C)COc1ccc(C(=O)NCC2(N3CCN(C)CC3)CCCCC2)cc1
→ · | -20 | · | · | i | · | 19% | -11% | -25%
O=C(CSc1nc(=O)n(CCCN2CCOCC2)c2c1CCCC2)Nc1ccccc1Cl
→ 3% | -6 | 4% | -2% | i | 12 | -22% | 6% | -20%
C=CCc1cccc(/C=N/NC(=O)CNc2ccccc2)c1O
→ 0% | -11 | -27% | -11% | -15%[57.5 µM] | ? | 21% | ? | 3.5µM*
COc1cccc(CNCc2ccc(OC)c3ccccc23)c1OC
→ 3% | -11 | 0% | 5% | -17% | 3 | 0% | ? | ?
COC(=O)C1C(c2ccccc2)C(C(=O)O)C1c1ccccc1 (stereo not drawn)
→ -3% | 8 | 23% | 2% | i | 3 | -18% | -4% | -6%
COC(=O)c1cc2ccccc2c(=O)s1
→ 1% | 6 | 5% | 2% | -7%[57.5 µM] | 0 | 23% | -10% | -6%
